Screening results as filed in PubChem.
NPYLR7 agonist = activates Aedes aegypti NPYLR7 receptor | actives 0.15% (n = 270,000) | activation, % at 10 µM | HEK293T NPYLR7/Galpha15, GCaMP6s calcium fluorescence; in the data active = activation above about 40%;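 note: 0% = vehicle and 100% = reference agonist at the receptor; some compounds past the cut are filed as inactive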
mcGAS lum = mouse cGAS inhibition by luminescence | inhibition, % at 12.5 µM | actives 0.15% (n = 160,000) | AID 1259399 | Q8C6L5 | recombinant cGAS, Kinase-Glo ATP depletion luminescence;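 note: 0% = negative control wells and 100% = reference inhibitor with no enzyme activity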
hcGAS inh = human cGAS inhibition; Q8N884; recombinant h-cGAS, ATP depletion, Kinase-Glo luminescence; inhibition, % at 12.5 µM; actives 0.081% (n = 290,000); AID 1259398;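 note: 0% = vehicle reaction and 100% = reaction without DNA for no activity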
Target sequence (Q8N884 whole entry, looked up): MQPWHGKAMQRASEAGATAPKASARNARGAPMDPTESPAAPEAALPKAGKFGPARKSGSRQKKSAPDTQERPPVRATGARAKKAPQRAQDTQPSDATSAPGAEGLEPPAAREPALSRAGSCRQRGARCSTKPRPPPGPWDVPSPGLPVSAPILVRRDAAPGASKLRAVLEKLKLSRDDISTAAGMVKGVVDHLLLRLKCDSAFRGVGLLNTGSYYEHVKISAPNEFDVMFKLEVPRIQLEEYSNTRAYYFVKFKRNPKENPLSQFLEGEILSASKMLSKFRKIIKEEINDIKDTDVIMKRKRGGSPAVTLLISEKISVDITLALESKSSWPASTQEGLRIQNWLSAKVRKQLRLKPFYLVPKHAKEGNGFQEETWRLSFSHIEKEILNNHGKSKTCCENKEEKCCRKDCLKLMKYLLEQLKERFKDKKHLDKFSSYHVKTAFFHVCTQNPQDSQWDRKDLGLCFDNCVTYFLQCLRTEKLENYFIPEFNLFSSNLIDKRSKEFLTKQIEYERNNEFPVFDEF
An asterisk follows results filed as active; . = no result given; & = joins results of further samples. Cut-off read from the data, not from the text of the source, unless noted: active = inhibition above about 40%; inactive = the rest.

1. COc1ccc(NC(=O)C2CC(=O)N(N(C)c3ccccc3)C2)cc1Cl (stereo not given)
2. CCOC(=O)N1CCN(C(=O)C2CCC(=O)N(CCCc3ccccc3)C2)CC1 (stereo not given)
3. COc1ccc2c(c1)C1(SCCN1C(=O)Nc1ccc(F)cc1)C(=O)N2Cc1cccc(C(F)(F)F)c1 (stereo not given)
4. CC(=O)O[C@@H]1CC2C(C)(CC[C@H](O)C2(C)C)C2CC[C@]3(C)C(=CC(=O)O[C@H]3c3ccoc3)C21C (stereo not given in full)
5. Cc1noc(C)c1S(=O)(=O)N1CCC(C(=O)O)CC1
6. CCN(CC)C(=O)Oc1ccc2c(ccn2Cc2ccc(I)cc2)c1-c1ccc(OC)c(OC)c1
7. CCC(C(=O)NCc1cccnc1)n1c(=O)n(Cc2ccccc2)c(=O)c2ccccc21 (stereo not given)
8. CCCCN(Cc1cccn1Cc1ccc(Br)cc1)C(=O)CN(CCCOC)C(=O)c1cccc(Br)c1
assay / entry,1,2,3,4,5,6,7,8
NPYLR7 agonist,-8.8,-0.3&3.8,-6.0,.,7.2,8.6,3.5,-4.3
mcGAS lum,2.2,.,-0.5,-6.7,.,-5.5,-9.6,-2.9
hcGAS inh,2.4,-8.7&-4.1,-0.2,-3.4,4.1,-0.1,-3.5,0.8

9. Cc1ccc(Nc2nc3ccccc3c3nncn23)cc1F
10. CC(C)(C)N1CC(C(=O)N2CCC(c3[nH]ncc3-c3ccccc3)CC2)CC1=O (stereo not given)
11. N#CC1=C2C=CC=CN2C(c2ccccc2)(C(F)(F)F)NC1=S (stereo not given)
12. COc1ccc2c(COC(=O)c3cc(=O)c4ccccc4o3)cc(=O)oc2c1
13. Cc1ccn2c(NC(C)(C)CC(C)(C)C)c(-c3ccc(OC(=O)C4CCC4)cc3)nc2c1
14. O=C(Nc1ccccc1)C(=O)N1CCC(c2[nH]ncc2-c2ccccc2)CC1
15. CCOCC(=O)N1CCc2c(nc(N(C)C)nc2N(C)C)C1
16. O=C1CC(c2ccc(O)cc2)Oc2cc(O)cc(O)c21 (stereo not given)
assay / entry,9,10,11,12,13,14,15,16
NPYLR7 agonist,-2.5,.,4.9,-0.8,4.1,-1.6,2.2,-4.2
mcGAS lum,.,-18.7,.,.,-8.7,.,.,.
hcGAS inh,-5.7,-3.4,7.1,-5.4,2.8,0.8,-5.8,-3.7

17. Cc1ccccc1C(=O)NNC(=O)COc1cc(C)c(Cl)c(C)c1
18. COc1cc(CNc2nn[nH]n2)ccc1OCc1ccc(Cl)c(Cl)c1
19. CN1CCN(C(=O)c2coc(CN(Cc3ccc4c(c3)OCO4)Cc3ccccc3Cl)n2)CC1
20. COCCN=c1c([N+](=O)[O-])nn(-c2ccccc2)n1O
21. O=C(NCCOc1ccc(Cl)cc1)N1CCN(S(=O)(=O)c2ccccc2)CC1
22. CCCOC(=O)C1=C(C)N(CC)C(=O)NC1c1ccc([N+](=O)[O-])cc1 (stereo not given)
23. COc1ccc(S(=O)(=O)N2CCN(C(=O)CCl)CC2)cc1
24. O=[N+]([O-])c1ccc(Cl)c(C2c3cccn3CCCN2Cc2ccncc2)c1 (stereo not given)
assay / entry,17,18,19,20,21,22,23,24
NPYLR7 agonist,-2.7,-13.5,15.8,-10.2,1.1,-5.9,-5.7,-0.1
mcGAS lum,.,.,-6.1,.,.,-5.3,.,-3.8
hcGAS inh,-4.9,2.4,-3.4,-2.1,-2.6,-5.4,-7.3,-3.6

A section from further up, as a working copy:
12. COc1ccc2c(COC(=O)c3cc(=O)c4ccccc4o3)cc(=O)oc2c1
13. Cc1ccn2c(NC(C)(C)CC(C)(C)C)c(-c3ccc(OC(=O)C4CCC4)cc3)nc2c1
14. O=C(Nc1ccccc1)C(=O)N1CCC(c2[nH]ncc2-c2ccccc2)CC1
15. CCOCC(=O)N1CCc2c(nc(N(C)C)nc2N(C)C)C1
16. O=C1CC(c2ccc(O)cc2)Oc2cc(O)cc(O)c21 (stereo not given)
17. Cc1ccccc1C(=O)NNC(=O)COc1cc(C)c(Cl)c(C)c1
18. COc1cc(CNc2nn[nH]n2)ccc1OCc1ccc(Cl)c(Cl)c1
19. CN1CCN(C(=O)c2coc(CN(Cc3ccc4c(c3)OCO4)Cc3ccccc3Cl)n2)CC1
20. COCCN=c1c([N+](=O)[O-])nn(-c2ccccc2)n1O
21. O=C(NCCOc1ccc(Cl)cc1)N1CCN(S(=O)(=O)c2ccccc2)CC1
assay / entry,12,13,14,15,16,17,18,19,20,21
NPYLR7 agonist,-0.8,4.1,-1.6,2.2,-4.2,-2.7,-13.5,15.8,-10.2,1.1
mcGAS lum,.,-8.7,.,.,.,.,.,-6.1,.,.
hcGAS inh,-5.4,2.8,0.8,-5.8,-3.7,-4.9,2.4,-3.4,-2.1,-2.6

Next section.
25. O=C(c1ccc(-c2cccnc2)nc1)N1CCC(Oc2cccnc2)CC1
26. Cc1ccc(-c2cc(NC(=O)c3cc(Cl)cc(Cl)c3)n(-c3ccccc3)n2)cc1
27. C#Cc1cccc(NCC(=O)N2CCOC(C)C2)c1 (stereo not given)
28. Cc1nn2c(N)csc2nc1=O
29. Cc1ccc(C)n1-n1cnc2sc3c(c2c1=O)CCC3
30. O=C(Cn1ccn2nc(-c3ccc(Cl)cc3)cc2c1=O)NC1CCCC1
31. CC(/C=C/c1ccco1)=N/NC(=O)COc1cc(C)cc(C)c1
32. O=S(=O)(c1cc(Cl)cc(Cl)c1)N1CCC(c2cn(Cc3ccc(C(F)(F)F)cc3)c3ccccc23)CC1
assay / entry,25,26,27,28,29,30,31,32
NPYLR7 agonist,9.9,5.0,6.1,-4.9,-0.9,5.2,-1.7,5.5
mcGAS lum,-14.0,-4.1,.,.,-4.2,-6.6,-4.5,1.6
hcGAS inh,-7.5,0.8,-5.6,22.3,-1.6,-6.1,-12.9,0.6

33. Cc1cc2nc(C)c(CCC(=O)OC(C)C(=O)NC3(C#N)CCCCC3)c(C)n2n1 (stereo not given)
34. Cc1ccc(O)c(C(=O)C2=CSc3nnc(-c4ccc(Cl)cc4)n3N=C2)c1
35. CCCc1[nH]n(-c2ccccc2)c(=O)c1C1=C([n+]2cccc(C)c2)C(=O)N(C2CCCCC2)C1=O
36. CC(C)(OCc1nn(Cc2ccccc2)c2ccccc12)C(=O)O
37. O=C(CC1CCOC1)OC1CCc2ccc(F)cc21 (stereo not given)
38. c1ccc(Nc2c(-c3c[nH]c4ccccc34)nc3cnccn23)cc1
39. CC(C)CCn1c(CN2CCN3C(=O)CNC(=O)C3C2)nc2ccccc21 (stereo not given)
40. COC(=O)C1=C(C)N=c2s/c(=C/c3cccs3)c(=O)n2C1c1ccccc1 (stereo not given)
assay / entry,33,34,35,36,37,38,39,40
NPYLR7 agonist,-3.3,0.7,-3.8,3.3,6.3,3.1,-1.7,-1.3
mcGAS lum,-3.7,.,-5.4,-9.3,.,.,.,-5.9
hcGAS inh,0.7,2.1,1.4,-5.3,-7.9,0.5,-3.0,-3.6

41. CC(c1ccc(C(=O)NCCSc2ncn[nH]2)o1)N1CCCCC1 (stereo not given)
42. O=C(NCc1ccccn1)c1cnn(CC(F)(F)F)c1-c1ccccc1
43. Cc1[nH]n(-c2nc(-c3ccccc3)cs2)c(=O)c1N=Nc1ccccc1Br
44. O=C(CSc1ccc(-c2ccncc2)nn1)NC1CCCC1
45. Cc1oc2nc3c(c(=O)n(Cc4cccc(Cl)c4)c(=O)n3C)n2c1C
46. CC(c1cncs1)N(C)C(=O)c1cc(COc2cccc(F)c2)[nH]n1 (stereo not given)
47. COc1ccc(CCN(Cc2ccc(C)s2)C(=O)CN(C(=O)/C=C/c2ccc([N+](=O)[O-])cc2)C2CC2)cc1OC
48. COc1ccc(-c2nn(-c3ccccc3F)cc2CN2CCCC2)cc1
assay / entry,41,42,43,44,45,46,47,48
NPYLR7 agonist,3.1,.,9.8,6.9,3.2,6.1,-1.4,7.8
mcGAS lum,.,-4.3,2.6,-6.8,-7.7,.,-4.0,.
hcGAS inh,-1.0,-3.2,3.9,-4.5,-5.2,-4.8,-6.7,-11.0

49. COc1ccccc1CN1CCn2nc(C(=O)NCCCN3CCOCC3)cc2C1=O
50. COc1cnc(-c2cccc(C(F)(F)F)c2)c(NC(=O)c2cc(C)oc2C)n1
51. COCCN(CCC(=O)NCc1cccc(C(F)(F)F)c1)c1nc(-c2cccc(Br)c2)nc2ccccc12
52. CC(/C=N\NC(=O)Cc1ccccc1)Cc1ccc(C(C)(C)C)cc1 (stereo not given)
53. NCC1CCN(Cc2ccnc3ccccc23)C1 (stereo not given)
54. COCCNc1ncnc2c1c(-c1ccccc1)cn2-c1ccc(C)cc1
55. COc1ccc(-n2nc(-c3ccccc3)c3c2N(CC(=O)NCC2CCCO2)C(=O)CSC3c2ccccc2OC)cc1 (stereo not given)
56. O=C(CSc1nc2c(c(=O)n1Cc1ccccc1)SCC2)Nc1ccccc1
assay / entry,49,50,51,52,53,54,55,56
NPYLR7 agonist,16.8,0.9,22.8,-8.4,22.3,-5.5,-3.4,2.7
mcGAS lum,-6.3,9.5,-5.6,.,.,-7.1,0.8,-7.2
hcGAS inh,-1.2,3.0,-4.4,6.3,-3.8,-1.7,3.9,-3.1

57. O=C(CC(c1ccccc1)c1ccccc1)NCCn1nc(-c2cccnc2)ccc1=O
58. CC(C)c1nc(CNC(=O)CCc2nnc(C3CCCCC3)o2)cs1
59. COc1cc(CN2CCNC(=O)C2CC(=O)NCc2csc(C(C)C)n2)cc(OC)c1 (stereo not given)
60. CCCc1cc(C(=O)N2CCC3(CC2)C(=O)Nc2ccccc23)no1
61. c1ccc(-c2noc(N3CCc4ccccc4C3)c2CNCC2CC2)cc1
62. CCOC(=O)c1nn(-c2ccc(OC)cc2)c(=O)c2c(NC(=O)CCCCl)scc12
63. Cc1cc2c(cc1NC(=O)COCC(=O)O)OCO2
64. COCc1c(C(=O)Nc2c(C)cccc2C)oc2ccccc12
assay / entry,57,58,59,60,61,62,63,64
NPYLR7 agonist,-7.2,18.8,6.7,16.6,28.5,5.1,-5.4,2.7
mcGAS lum,.,.,-12.0,.,.,-9.4,.,-7.0
hcGAS inh,2.6,-7.8,-7.9,-8.9,-2.0,-2.7,-1.2,-0.3

65. Cc1csc(CNC(=O)c2cc(Cl)c(Cl)n2C)n1
66. CC(C)(C)NC[C@H](O)COc1ccccc1C1CCCC1
67. O=C(NCc1ccccn1)c1cccc(OC2CCN(Cc3ccsc3)CC2)c1
68. CCn1c(SCc2ccc(C(=O)N3CCN(c4ccccc4F)CC3)cc2)nnc1-c1ccccc1[N+](=O)[O-]
69. Cc1nn(CC(=O)c2cc(C)n(CC(F)(F)F)c2C)c(=O)c(C#N)c1C
70. CCOC(=O)c1cc(C)nn1C1CCN(C(=O)c2cc(F)ccc2C)CC1
71. CCC(=O)N(Cc1csc(COc2cccc(Cl)c2)n1)C1CC1
72. CCc1nc(C)sc1CNc1ncc(F)c(N2CCOCC2)n1
assay / entry,65,66,67,68,69,70,71,72
NPYLR7 agonist,1.5,0.5,1.8,15.8,-4.4,-0.9,33.9,1.0
mcGAS lum,.,.,.,-5.2,-6.5,-7.5,-5.1,-10.1
hcGAS inh,-4.5,-5.9,-10.3,-9.3,-7.5,-8.2,-3.0,-4.7

73. O=C(c1cccs1)N(Cc1cccc(Cl)c1)CC1CC(c2ccccc2Cl)=NO1 (stereo not given)
74. CCc1nc2n(n1)C(=O)C(C(c1ccc([N+](=O)[O-])cc1)N1CCN(Cc3ccccc3)CC1)S2 (stereo not given)
75. Clc1cnccc1NCc1ccccc1CN1CCCCC1
76. CCOc1ccc(C(=O)Nc2c(N)nc(SC(CC)C(=O)OC)[nH]c2=O)cc1 (stereo not given)
77. Cc1ccc(NC(=O)Cn2c(O)c(N=NC(=O)c3ccncc3)c3ccccc32)cc1
78. Cc1c(O)c(=O)n(-c2ccccc2)n1C
79. Cc1cc(-c2cc(C(=O)Nc3ccccc3OC(F)F)c3cnn(C(C)C)c3n2)c(C)o1
80. Cc1ccc(F)c(CC(=O)N2CCOC(COCc3ccccc3)C2)c1F (stereo not given)
81. O=C1N=c2c(Cl)cc(Cl)cc2=C1N=Nc1c(O)[nH]c2c(Cl)cc(Cl)cc12
82. CC1(C)CNC(=O)c2nc(C3(COc4ccccc4)CC3)[nH]c2C1
83. CC(C)=CC(=O)N1CCN(c2nccc(-c3ccc(N4CCOCC4)cc3)n2)CC1
assay / entry,73,74,75,76,77,78,79,80,81,82,83
NPYLR7 agonist,6.6,-5.4,-1.5,-1.2,-2.2,-3.5,7.2,12.3,1.6,5.5,2.7
mcGAS lum,0.0,-6.6,-0.2,-8.1,-4.2,-5.3,-0.5,-4.9,-1.7,-11.9,-7.4
hcGAS inh,4.7,-4.8,-3.8,6.2,-4.0,-5.9,1.9,-7.6,-5.1,-7.7,-6.7
